# Epigenetic derep – regulators of epigenetic silencing causing reporter derepression in mouse cells; murine LDR cells, GFP reporter derepression, 30 h; Potency, µM (top dose mostly 53.9 µM), inactives show top-dose GFP activation, actives largely listed as activators; 0.2% of 280,000 active; also: % of control where 0% means no effect; nearly all actives have a fitted effect of over 60% in size
#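 Murine LDR cells bearing a silenced CMV-driven GFP reporter were exposed to compound for 30 h at 37 C. After PBS washes, GFP-positive cells (20-120 um objects) counted by laser-scanning microplate cytometry.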
# GAA inhib – inhibitors of human lysosomal alpha-glucosidase | 0.005% of 200,000 active | purified human GAA, 4-MU-alpha-glucoside fluorescence | Potency, µM (doses to about 76.9 µM), inactives show at the top dose activity change, negative = inhibition, most hits filed as inhibitors;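 also: plate controls were uninhibited enzyme wells for no effect and no-enzyme background for full effect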
#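 Activity normalized between no-enzyme (basal) and enzyme-only wells. Conditions: 4 nM human enzyme, 400 uM fluorogenic substrate, citrate/phosphate pH 5.0 with Tween-20, 20 min room temperature, compounds up to 77 uM.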
# aGal spleen mod – inhibits or activates alpha-galactosidase in human spleen homogenate. P06280. human spleen homogenate, 4MU-alpha-Gal fluorescence, 40 min. Potency, µM (titrated, usually from 80 µM), without a hit: at the top dose activity change, negative = inhibition, most hits filed as inhibitors. 0.008% of 240,000 active. AID 2107;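 also: 0% = enzyme with vehicle and -100% = no enzyme basal signal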
# Target sequence (P06280 32-429 limits assumed): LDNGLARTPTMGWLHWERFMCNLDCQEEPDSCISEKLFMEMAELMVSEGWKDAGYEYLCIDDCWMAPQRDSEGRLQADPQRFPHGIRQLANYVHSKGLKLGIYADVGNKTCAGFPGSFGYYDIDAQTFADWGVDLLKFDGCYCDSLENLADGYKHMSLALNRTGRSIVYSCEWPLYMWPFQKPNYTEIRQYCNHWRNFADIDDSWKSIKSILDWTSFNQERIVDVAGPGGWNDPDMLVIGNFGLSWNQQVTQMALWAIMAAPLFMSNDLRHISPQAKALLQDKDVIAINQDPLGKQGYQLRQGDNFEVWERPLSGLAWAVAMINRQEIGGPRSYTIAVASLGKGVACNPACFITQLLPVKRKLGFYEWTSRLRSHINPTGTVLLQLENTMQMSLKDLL
#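 qHTS titration in buffer at pH 5.0. Alpha-galactosidase activity in spleen homogenate was measured via 4-methylumbelliferone release from 1 mM fluorogenic substrate after 40 min at 37C and a pH 10 stop. AC50 came from Hill fits of control-normalized data.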
# ALDH1A1 block – ALDH1A1 (human) enzyme inhibition. Purified ALDH1A1, NADH fluorescence, propionaldehyde substrate. AID 1030. P00352. Potency, µM (highest dose often 75.3 µM), for inactives: top-dose activity, negative = inhibition, actives largely listed as inhibitors. 7.3% of 220,000 active; active = well fitted inhibition curve with a large enough effect, not every such curve was filed as active; inconclusive = small, poorly fitted or top-dose-only effect, or another doubt; inactive = no such curve, though single readings can be large or run the other way;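 also: plate controls were no enzyme wells and a reference inhibitor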
# Target sequence (P00352 whole entry, looked up): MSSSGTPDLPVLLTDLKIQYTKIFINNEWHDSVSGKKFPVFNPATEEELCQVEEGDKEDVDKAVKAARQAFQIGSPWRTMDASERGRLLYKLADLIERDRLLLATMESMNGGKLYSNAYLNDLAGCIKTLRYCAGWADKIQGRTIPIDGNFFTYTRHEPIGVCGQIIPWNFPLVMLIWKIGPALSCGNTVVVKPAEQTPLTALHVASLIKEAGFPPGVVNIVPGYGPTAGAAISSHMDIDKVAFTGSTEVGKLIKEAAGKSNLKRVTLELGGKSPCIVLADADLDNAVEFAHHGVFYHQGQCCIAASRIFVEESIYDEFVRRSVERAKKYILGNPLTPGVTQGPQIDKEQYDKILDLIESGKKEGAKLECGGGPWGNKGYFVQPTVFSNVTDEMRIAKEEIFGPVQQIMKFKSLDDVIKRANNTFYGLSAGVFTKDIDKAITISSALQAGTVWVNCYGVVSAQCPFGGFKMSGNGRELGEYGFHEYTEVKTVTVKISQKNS
# NPSR antag – neuropeptide S receptor (human) antagonism, cAMP; Q6W5P4; CHO-NPSR cells, cAMP TR-FRET, antagonist mode; Potency, µM (series often up to 38.3 µM), inactives show at the top dose activity change, negative = inhibition, actives largely listed as inhibitors; 1% of 220,000 active; AID 1461; also: % is scaled to controls: 0 for no effect and ±100 for the full control effect; nearly all actives have a fitted effect of over 50% in size; many of its hits are not listed in these tables
# Tau fluor counter – counter-screen for tau fibril formation inhibitors | tau K18 P301L Alexa594 fluorescence, heparin fibrillization | Potency, µM (titrated, usually from 57.7 µM), for inactives: at the highest dose activity change, negative = decrease | 0.93% of 280,000 active | AID 1463; also: % is scaled to controls: 0 for no effect and ±100 for the full control effect; nearly all actives have a fitted effect of over 55% in size
#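 Human tau K18 P301L (15 uM unlabeled, 0.24 uM Alexa 594-labeled) in 100 mM sodium acetate pH 7 with 20 uM heparin, 6 hr at 37 C. ThT 30 uM added, 1 hr ambient; Alexa 594 FP and total fluorescence read at 555/632 nm.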
# GAA glycogen mod – alters human alpha-glucosidase cleavage of glycogen; P10253; AID 2100; 0.38% of 300,000 active; recombinant GAA, glycogen substrate, Amplex Red glucose oxidase fluorescence; Potency, µM (series often up to 76.4 µM), inactives show at the highest dose activity change, negative = inhibition, hits mostly inhibitors;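 also: 0% = full enzyme reaction and -100% = no-enzyme basal signal; the screen sought inhibitors and activators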
#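 Recombinant human alpha-glucosidase (4 nM final) hydrolysed bovine liver glycogen (30 ug) for 40 min at 37 C in pH 5.0 citrate/phosphate with 0.01% Tween-20. Released glucose detected by glucose oxidase/Amplex Red, Ex 573/Em 610 nm. Compounds up to 77 uM; AC50 from Hill fits.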
# GAA spleen mod – inhibits or activates alpha-glucosidase in human spleen homogenate; 0.006% of 240,000 active; human spleen homogenate, 4-MU-alpha-glucoside fluorescence; P10253; AID 2112; Potency, µM (series often up to 79.9 µM), for inactives: top-dose activity change, negative = inhibition, most hits filed as inhibitors;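 also: 0% = enzyme with vehicle and -100% = no enzyme basal signal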
#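 Enzyme source: human spleen homogenate, 1 ug/well. Buffer 50 mM citric acid/K phosphate pH 5.0, 0.01% Tween-20. 4-MU-alpha-glucoside 1 mM; 37 C x 40 min; NaOH/glycine stop; fluorescence.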
# Starred values were filed as active, the others as inactive; ? = inconclusive; / = no result given; [ ] = dose if it differs, or a comment. Unless noted, calls follow the shape of the dose curve; as a rule, active = well fitted curve in the direction sought with a large enough effect; inconclusive = small, poorly fitted or top-dose-only effect, or another doubt; inactive = no such curve, though single readings can be large; an effect the other way counts as inactive or inconclusive. Potency is read from the fitted curve at half-maximal effect. These rows are one share of the data; the hit share may differ from the screen's.
SMILES,Epigenetic derep,GAA inhib,aGal spleen mod,ALDH1A1 block,NPSR antag,Tau fluor counter,GAA glycogen mod,GAA spleen mod
O=C(NCc1ccccc1C(F)(F)F)C1CC(c2cccc(F)c2)=NO1 (stereo unspecified),6.2%,/,-10%,/,8%,-3%,1%,-3%
Cc1ccc(C)c(N(CC(=O)NCCSCc2ccco2)S(C)(=O)=O)c1,1.5%,-4%,3%,3.5µM*,?,-10%,-5%,-2%
C/C(=N/NS(C)(=O)=O)c1ccc2ccccc2c1,-0.1%,-6%,1%,9%,10%[46.1 µM],-13%,-4%,-5%
COc1ccc(C(=O)O/N=C(\N)Cc2ccc(Cl)cc2Cl)cc1OC,-0.9%,-6%,12%,1%,-13%,-14%,0%,-14%
Cc1c(CCOC(=O)CC23CC4CC(CC(C)(C4)C2)C3)sc[n+]1CC(=O)c1ccccc1,-1.9%,-15%,3%,-8%,?,-11%,4%,-5%
COc1ccc(CCn2c(C)nc3ccccc3c2=O)cc1OC,16%,?,-1%,?,-9%,1%,8%,1%
CN(C)c1cccc2c(S(=O)(=O)Nc3ccccn3)cccc12,-0.8%,-1%,3%,-16%,-5%[46.1 µM],-8%,7%,6%
O=C1NC(NS(=O)(=O)c2ccccc2)(C(F)(F)F)C(=O)N1Cc1cccnc1 (stereo unspecified),-1.0%,0%,3%,?,-1%[46.1 µM],-9%,5%,5%
Cc1nc2ccccc2nc1N/N=C/c1ccc(O)cc1O,-0.3%,/,3%,/,15%[7.67 µM],?,?,-15%
CC1CCc2sc(C(=O)NN=C3CCC(c4ccccc4)CC3)cc2C1 (stereo unspecified),-1.1%,3%,0%,1.3µM*,10%,-7%,1%,4%
CCNC(=O)/C=C/c1ccccc1[N+](=O)[O-],-3.6%,3%,-1%,16%,19%,6%,1%,-5%
CCOc1ccccc1NC(=O)Cn1c(C)cc(COC)c(C#N)c1=O,0.0%,-15%,-5%,5%,-5%[46.1 µM],4%,14%,-10%
COc1ccccc1C(OC(=O)c1ccco1)C(=O)NC(C)(C)C (stereo unspecified),-3.2%,0%,1%,?,-1%[46.1 µM],-19%,-6%,-1%
Cc1ccc(-c2cc(-c3ccc(C)o3)nc(N)c2C#N)cc1,?,?,14%,?,?,-18%,-2%,-5%
CC(=O)N(Cc1ccc(F)cc1)c1cccc(C)c1C,-2.4%,11%,3%,-13%,-21%,-13%,-19%,4%
COc1ccc(C(=O)NC2CCN(S(=O)(=O)Cc3ccccc3)CC2)c(OC)c1,0.0%,-5%,8%,5%,-11%[46.1 µM],-2%,3%,-2%
O=C(NC(=O)N1CCOCC1)c1ccccc1,-3.2%,8%,1%,-7%,32%,3%,9%,0%
Nn1c(SCc2nc3ccccc3[nH]2)nnc1-c1cccnc1,?,-7%,-1%,-8%,-18%[46.1 µM],3%,-2%,-5%
O=C(NN1C(=O)/C(=C/C=C/c2ccco2)SC1=S)c1ccccc1O,3.8%,/,-3%,/,36%,?,-5%,-12%
CCCC(=O)Nc1cc(=O)[nH]c2ncnn12,-0.7%,0%,-7%,4%,9%[46.1 µM],4%,11%,-6%
O=C(O)c1cccc(Cl)n1,3.0%,/,2%,/,17%,0%,3%,-10%
COc1cc(NC(=O)COC(=O)c2n[nH]c3ccccc23)c(C)cc1[N+](=O)[O-],0.0%,-6%,-3%,3%,-10%,-21%,12%,-2%
Cc1cc(OCCN2CCOCC2)nc2ccccc12,0.0%,1%,-3%,-6%,12%[46.1 µM],-10%,1%,3%
COc1ccc(/C=N/N2CCN(c3ccccc3OC)CC2)cc1OC,0.0%,?,8%,12%,1%[46.1 µM],-22%,?,4%
CSc1nnc(C)c(=O)n1COC(=O)c1ccccc1,1.1%,-4%,12%,3%,1%,-8%,-10%,8%
# (further entries)
SMILES,Epigenetic derep,GAA inhib,aGal spleen mod,ALDH1A1 block,NPSR antag,Tau fluor counter,GAA glycogen mod,GAA spleen mod
Cc1cc(C)c(S(=O)(=O)N2C=CC(C(F)(F)F)=NCC2)c(C)c1,-4.7%,-10%,3%,4%,1%[46.1 µM],-23%,-3%,-9%
COCCCNC(=O)CN(c1cccc(Cl)c1)S(C)(=O)=O,2.4%,-1%,1%,2µM*,14%[46.1 µM],6%,-1%,-1%
Cn1cc(C(=O)N2CCc3ccccc32)cn1,-0.6%,-7%,-2%,5%,9%,-10%,15%,4%
COCCCNC(=O)C1CCN(c2nc(C)cc(C)n2)CC1,2.6%,-7%,-4%,?,2%[46.1 µM],0%,2%,-19%
O=C(Nc1nc2c(Cl)cccc2s1)c1ccc(Br)o1,1.0%,-2%,3%,22%,?,-12%,2%,-14%
Fc1ccc(CSc2nncn2NCc2ccc3c(c2)OCO3)cc1,-1.1%,2%,12%,-2%,20%[46.1 µM],-9%,3%,7%
CCC(CC)C(=O)OCC(=O)Nc1ccc(S(=O)(=O)N2CCOCC2)cc1OC,-0.3%,-6%,2%,3%,-9%[46.1 µM],-17%,-13%,-6%
C/C(=N\NC(=O)c1ccccc1)c1ccccc1F,1.1%,8%,1%,-3%,6%,10%,-8%,7%
Cc1cc(C)cc(OCC(=O)NNC(=O)CCN2C(=O)c3ccccc3C2=O)c1,-1.1%,-10%,2%,-8%,13%,-1%,0%,5%
CCC1=Nc2cc(C(=O)NCC3CCCO3)ccc2Sc2ccc(Br)cc21 (stereo unspecified),2.8%,-7%,-2%,2%,0%,?,5%,-8%
N#Cc1nc(-c2cccc3ccccc23)oc1NCC1CCCO1 (stereo unspecified),3.0%,/,4%,/,-36%,16µM*[quencher],?,4%
COc1cccc(NS(=O)(=O)c2ccc3[nH]cc(C(=O)NCCC(C)C)c(=O)c3c2)c1,-3.4%,10%,-14%,3%,-29%[46.1 µM],?,9%,-3%
COc1ccc2c(c1OC)C(=O)OC2Nc1nc(-c2cc3ccccc3oc2=O)cs1 (stereo unspecified),1.3%,0%,4%,?,-12%[46.1 µM],-18%,-6%,3%
CC(C)(C)NC(=O)C1CC(=O)OC12CCOC(C)(C)C2 (stereo unspecified),-2.4%,-20%,-5%,2%,15%,7%,18%,-2%
O=C(NCC1CCCO1)C1CCN(CC2CCCCC2)CC1 (stereo unspecified),-1.0%,0%,-3%,7%,-6%[46.1 µM],0%,-7%,-4%
CC(OC(=O)c1cc[n+]([O-])cc1)C(=O)Nc1ccc(Cl)cn1 (stereo unspecified),-1.6%,1%,4%,-1%,2%[46.1 µM],0%,-2%,4%
Cc1ccccc1NC(=O)c1cccc(N2C(=O)C3C4CCC(C4)C3C2=O)c1 (stereo unspecified),0.8%,-5%,1%,-1%,-5%[46.1 µM],-6%,6%,-4%
O=C(Cn1cnc2c(cnn2-c2ccccc2)c1=O)N1CCCc2ccccc21,0.0%,1%,4%,-3%,-14%[46.1 µM],-14%,-7%,2%
Cc1ccc(S(=O)(=O)N(CC(O)CN2C(=O)NC(C)(C)C2=O)c2ccccc2)cc1 (stereo unspecified),-2.3%,4%,-8%,0%,1%[46.1 µM],3%,1%,-12%
COc1cc(NC(=O)c2cccs2)c(OC)cc1NC(=O)CCC(=O)Nc1cccc2ncccc12,2.7%,-6%,7%,17%,9%,-22%,-9%,3%
Cc1ccc(-c2c[n+]3c(n2-c2ccccc2)SCC3)cc1,0.0%,/,9%,/,9%,-1%,4%,4%
CC1=[N+](C)N(c2ccccc2)C(=O)C1N=C/C=C/c1ccccc1 (stereo unspecified),2.0%,/,1%,/,-24%,-14%,?,-1%
Nc1nnc(SCC(=O)NC2CCCCC2)s1,-1.0%,2%,-1%,-2%,-8%[46.1 µM],7%,5%,-5%
CCOc1ccccc1N1CCN(c2nc(N)c(C#N)c(CC#N)c2C#N)CC1,?,-5%,7%,20µM*,-14%[46.1 µM],?,-11%,-6%
CC(=O)Nc1nc2ccccc2n1CCN1CCOCC1,-1.0%,-3%,-5%,-6%,8%[46.1 µM],12%,-1%,-6%

# Pulled one by one from above:
SMILES,Epigenetic derep,GAA inhib,aGal spleen mod,ALDH1A1 block,NPSR antag,Tau fluor counter,GAA glycogen mod,GAA spleen mod
O=C(Nc1nc2c(Cl)cccc2s1)c1ccc(Br)o1,1.0%,-2%,3%,22%,?,-12%,2%,-14%
CC(OC(=O)c1cc[n+]([O-])cc1)C(=O)Nc1ccc(Cl)cn1 (stereo unspecified),-1.6%,1%,4%,-1%,2%[46.1 µM],0%,-2%,4%
Cc1cc(C)c(S(=O)(=O)N2C=CC(C(F)(F)F)=NCC2)c(C)c1,-4.7%,-10%,3%,4%,1%[46.1 µM],-23%,-3%,-9%

# (more compounds)
SMILES,Epigenetic derep,GAA inhib,aGal spleen mod,ALDH1A1 block,NPSR antag,Tau fluor counter,GAA glycogen mod,GAA spleen mod
CCn1c(SCC(=O)NCCc2ccc(F)cc2)nnc1-c1cccs1,-1.1%,-2%,2%,5%,-12%[46.1 µM],0%,3%,1%
Cc1cc(NS(=O)(=O)c2ccc(NC(=O)c3ccoc3C)cc2)nc(C)n1,-0.2%,12%,10%,0%,-6%[46.1 µM],-6%,-2%,2%
c1cncc(C(c2nnnn2C2CCCC2)N2CCN(Cc3ccc4c(c3)OCO4)CC2)c1 (stereo unspecified),4.1%,0%,3%,0%,6%[46.1 µM],2%,4%,-1%
Cc1c(CCC(=O)O)c(=O)oc2cc(O)ccc12,-0.2%,?,?,?,-6%[46.1 µM],0%,-3%,?
O=c1cc(NCCO)c2ccccc2o1,0.0%,6%[15.4 µM],-5%,5%,-2%[46.1 µM],1%,5%,-10%
CCc1ccc(/C(C)=N/NC(=O)c2ccccn2)cc1,-0.3%,3%,5%,-3%,2%,11%,-14%,-10%
O=C(NCc1ccccc1)c1ccc(Oc2ccc(C(=O)NCc3ccccc3)cc2)cc1,-1.4%,3%,4%,0%,-22%[46.1 µM],-17%,3%,-6%
C/C(=N\NC(=O)c1ccc(Cn2cc([N+](=O)[O-])cn2)o1)c1cccc(NC(=O)C(C)C)c1,-2.2%,?,2%,-4%,0%,-3%,-5%,-2%
CC(C)c1ccc(NC(=O)COC(=O)/C=C/c2cccc([N+](=O)[O-])c2)cc1,-1.1%,-10%,-9%,0%,14%,-10%,6%,-2%
Cc1ccc[n+](/C(C(=S)NCc2ccco2)=C(/[O-])c2ccccc2Cl)c1,2.7%,-2%,3%,-1%,-7%[46.1 µM],-10%,-20%,0%
CC(Cc1cccnc1)NC(=O)c1ccccc1OC1CCN(S(C)(=O)=O)CC1 (stereo unspecified),1.4%,12%,-2%,?,-8%,-11%,6%,0%

# Screens as filed in PubChem BioAssay.
